High-throughput results as filed in PubChem BioAssay.
NR5A2 inv ag – LRH-1 (NR5A2) inverse agonists, primary screen, cell-based, luminescence, HEK293T, StAR-luciferase reporter; Nuclear receptor subfamily 5 group A member 2 (Homo sapiens), O00482; LRH-1 transfected, 24 h; inhibition, % at 3.6 µM; 0.13% of 360,000 active; AID 602396, 2012;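 active = inhibition above the mean inhibition of all tested compounds plus 3 SD, cut at about 73% in these data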;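 note: 0% = DMSO wells and 100% = reporter-only cells lacking LRH-1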
Target sequence (O00482 whole entry, looked up): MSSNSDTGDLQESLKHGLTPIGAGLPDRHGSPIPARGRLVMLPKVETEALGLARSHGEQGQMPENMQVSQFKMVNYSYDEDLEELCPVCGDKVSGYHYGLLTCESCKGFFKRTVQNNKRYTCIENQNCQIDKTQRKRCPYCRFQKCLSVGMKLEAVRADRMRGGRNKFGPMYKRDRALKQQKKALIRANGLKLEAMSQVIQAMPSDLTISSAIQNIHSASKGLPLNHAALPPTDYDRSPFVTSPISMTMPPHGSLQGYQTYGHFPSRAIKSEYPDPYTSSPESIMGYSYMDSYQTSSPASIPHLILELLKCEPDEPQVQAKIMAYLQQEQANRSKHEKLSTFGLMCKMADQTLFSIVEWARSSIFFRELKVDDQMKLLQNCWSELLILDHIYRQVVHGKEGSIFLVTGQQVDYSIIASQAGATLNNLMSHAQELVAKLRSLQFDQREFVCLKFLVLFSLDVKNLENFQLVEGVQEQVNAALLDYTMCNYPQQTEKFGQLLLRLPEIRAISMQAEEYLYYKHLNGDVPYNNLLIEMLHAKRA
SRC1 inh – SRC1 coactivator transcriptional activity inhibitors, primary screen, cell-based, luminescence; Nuclear receptor coactivator 1 (Homo sapiens), Q15788; HEK293 GAL4-SRC1 luciferase reporter; inhibition, % at 3.6 µM; 0.12% of 360,000 active;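 active = inhibition above the campaign mean plus 3 SD, with each screening campaign given its own cutoff, cut at about 60% in these data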;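 note: 0% = DMSO treated cells and 100% = gossypol at 36 µM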
LMP1 NFkB inh – EBV LMP1-driven NF-kappaB luciferase reporter inhibitors, primary screen, cell-based, luminescence, single point; LMP1-induced NF-kappaB luciferase reporter cells; inhibition, % at 12.5 µM; 0.69% of 350,000 active; AID 504558, 2011; in the data active = inhibition above about 41%;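 note: 0% = neutral control wells and 100% = reference inhibitor control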
NCOA2 inhibitor – inhibition of GAL4-SRC2 driven luciferase reporter, primary screen, SRC2 inhibitor project, cell-based, luminescence | Nuclear receptor coactivator 2 (Homo sapiens), Q15596 | HEK293 GAL4-SRC2 luciferase reporter | inhibition, % at 9 µM | 0.17% of 370,000 active | AID 651957, 2012;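 active = inhibition above the mean inhibition of all tested compounds plus 3 SD, set per campaign, cut at about 52% in these data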;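 note: 0% = DMSO treated cells and 100% = cells given Gossypol at 36 µM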
COUP-TFII inh – NR2F2 transcriptional activity inhibitors, primary screen, cell-based, luciferase reporter, HEK293T, luminescence; HEK293T NGFI-A luciferase reporter; 0.7% of 370,000 active; AID 686940, 2013; inhibition, % at 8.6 µM; COUP transcription factor 2 (Homo sapiens), P24468;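 active = inhibition above a per-plate cutoff, mean inhibition of test wells between control levels plus 3 SD, cut at about 38% in these data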;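 note: cells cotransfected with COUP-TFII expression vector driving the NGFI-A reporter; 0% = median of COUP-TF2 test wells and 100% = reporter-only cells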
Target sequence (P24468 whole entry, looked up): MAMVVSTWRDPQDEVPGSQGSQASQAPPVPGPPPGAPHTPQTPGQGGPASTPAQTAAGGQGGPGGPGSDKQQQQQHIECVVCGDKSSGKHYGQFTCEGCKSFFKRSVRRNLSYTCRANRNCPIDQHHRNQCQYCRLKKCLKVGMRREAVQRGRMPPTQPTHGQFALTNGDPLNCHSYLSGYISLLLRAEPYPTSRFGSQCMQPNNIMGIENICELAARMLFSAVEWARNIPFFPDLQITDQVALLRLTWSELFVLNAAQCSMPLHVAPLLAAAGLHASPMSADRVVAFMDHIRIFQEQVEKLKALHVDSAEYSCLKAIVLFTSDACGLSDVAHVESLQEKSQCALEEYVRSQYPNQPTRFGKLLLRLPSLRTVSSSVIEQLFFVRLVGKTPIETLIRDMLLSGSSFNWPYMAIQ
TROY signal inh – inhibitors of TROY-driven NF-kB signaling, primary screen, Q293 LMP1-TROYcd cells, NF-kB luciferase, uHTS | Q293 LMP1-TROYcd NF-kB luciferase reporter, 4 h | inhibition, % at 10 µM | 0.98% of 360,000 active | AID 1347056, 2019;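 active = compounds whose plate-normalised and pattern-corrected inhibition of the luciferase reporter signal at the single screening dose is 50% or more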
TWEAK-Fn14 inh – inhibitors of TWEAK-Fn14 signaling, primary screen, luciferase reporter cells, uHTS; 2% of 360,000 active; AID 1159606, 2016; inhibition, % at 10 µM; TWEAK-stimulated Fn14 reporter cells, luciferase luminescence, 8 h; in the data active = inhibition above about 50%
KKLEB tox – cytotoxicity in KKLEB CF airway cells, primary screen, cytotoxicity control for CF NF-kB inhibitor project, cell-based, uHTS, fluorescence assay plates; AID 602141, 2011; KKLEB CF airway cells viability, ATPlite luminescence, overnight; stronger effect = lower value; cells stimulated with P. aeruginosa culture filtrate; 0.36% of 360,000 active; activity change (cytotoxicity), % at 5 µM;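 active = corrected activity change at or below -50% at 5 µM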
TRAIL sens C8 – viability loss with TRAIL in NB7+C8 cells, primary screen, TRAIL sensitizer project, cell-based, ATPlite luminescence; AID 624354, 2012; 1% of 360,000 active; inhibition (viability loss, TRAIL sensitization), % at 10 µM;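 active = compounds causing at least 50% loss of cell viability in the single-dose screen, relative to plate controls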
CF NFkB block – inhibitors of PAF-induced NF-kB signaling, primary screen, cell-based, GFP fluorescence, uHTS. KKLEB NF-kB-GFP reporter, GFP fluorescence overnight. inhibition, % at 5 µM. 0.86% of 360,000 active;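 active = at least 50% inhibition at 5 µM, scaled per plate between neutral and stimulator controls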;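 note: PAF is a Pseudomonas aeruginosa culture filtrate used as stimulus; plate controls were PAF-stimulated DMSO wells for no effect and unstimulated DMSO wells for full effect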
NCOA3 inh – SRC3 coactivator transcriptional activity inhibitors, primary screen, cell-based, luminescence | inhibition, % at 3.6 µM | HEK293 GAL4-SRC3 luciferase reporter | 0.17% of 360,000 active;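 active = inhibition above a per-campaign cutoff, the mean of all compounds plus 3 SD, cut at about 60% in these data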;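 note: 0% = DMSO-treated cells and 100% = gossypol-treated cells at 36 µM; higher means less SRC3-driven luciferase light from the GAL4 reporter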
* hit, by the source's call; . = no result given; & = joins results of further samples. Not a hit list; about 4.2% have a hit in one of these screens.

SMILES	NR5A2 inv ag	SRC1 inh	LMP1 NFkB inh	NCOA2 inhibitor	COUP-TFII inh	TROY signal inh	TWEAK-Fn14 inh	KKLEB tox	TRAIL sens C8	CF NFkB block	NCOA3 inh
Cc1ccccc1NC(=S)N(Cc1ccccn1)Cc1ccccc1Cl	-3	-5	-6	-10	-16	-12	-9	-5	-8	-12	8
COc1ccc2c(Cl)c(C(=O)NCc3ccco3)sc2c1	-48	-37	-56	-72	-28	-58	-20	12	-3	-18	-25
O=C(c1ccc(F)cc1)C1CCN(Cc2ccccc2F)CC1	-17	11	-6	-16	10	1	14	-14	7	11	-3
CCOc1cccc(C(=O)Nc2cc(-c3nn4c(C)nnc4s3)ccc2C)c1	24	7	19	-3	-30	-7	-9	-3	-1	-6	1
CC(C)Cn1nc(C(=O)NCc2ccccc2CN2CCCC2)c2ccccc2c1=O	-16	-5	-8	-2	4	19	-2	-1	0	-7	6
COc1cccc(NC(=O)CN(C)C(=O)CC(NC(=O)c2ccccc2Cl)c2ccccc2)c1 (centres undefined)	15	10	-4	-5	18	7	5	4	-25	12	7
Cc1ccc(C(=O)NCc2nnc(SCC(=O)NC(C)c3ccccc3)n2C)cc1 (centres undefined)	7	-9	-2	-6	13	-5	48	-5	-3	-13	2
O=[N+]([O-])c1nccn1CCCCCCCCCCCN1CCOCC1	18	9	.	11	3	-6	5	-7	12	-14	5
COc1ccc(-c2noc(C(=O)NCc3ccccc3Cl)n2)cc1OC	20	-9	0	-5	0	-20	-16	-4	-10	3	-16
COc1ccc(C(=O)O)cc1S(=O)(=O)Nc1cccc(C(F)(F)F)c1	11	3	-6	-9	-9	-1	2	-7	-7	8	-5
COc1ccc2cc(C(=O)N3CCc4ccccc43)[nH]c2c1	-115	-124	-59	-44	-73	-42	13	-14	46	-10	-133
COc1ccc(C(=O)OCc2c(F)cccc2Cl)cc1S(=O)(=O)N1CCOCC1	7	-9	-6	-39	20	14	-2	-5	-7	-6	-10
COC(=O)C1=C(C)N(CCCC(=O)O)C(=O)NC1c1ccc(OC)cc1 (centres undefined)	17	-4	-7	-1	-2	-10	3	-4	-12	8	1
O=C(NNC(=O)c1ccc(NC(=O)C2CC2)cc1)c1ccc(F)cc1	-20	-89	-1	-4	-12	-9	-9	-10	1	-6	1
O=C(OC12CC3CC(CC(C3)C1)C2)c1ccc(NCc2cc(O)ccc2O)cc1	72	23	44*	84*	83*	22	106*	-63*	86*	60*	75*
Cc1ccc(OCCCCCCN2CCNCC2)c(Br)c1	-76	-51	1	-50	-10	49	58*	-1	13	5	-45
O=C(NCc1cccnc1)C1CCN(S(=O)(=O)N2CCOCC2)CC1	21	20	7	10	3	-23	3	-3	-12	7	13
O=C(Nc1ncc2c(n1)-c1ccccc1OC2)c1ccc(Cl)cc1Cl	8	3	13	-20	-3	13	29	2	-11	4	-1
COc1cccc(CN(C)C(=O)c2ccc(Oc3ccccc3)cc2)c1OC	17	1	-2	-29	10	3	-1	14	2	0	17
CCOC(=O)c1oc2ccccc2c1COC(=O)CNC(=O)c1cc(OC)c(OC)c(OC)c1	0	4	-8	-10	-3	-11	-26	1	2	10	-7
CN(C)CCCN(C(=O)c1ccc(C(=O)c2ccccc2)cc1)c1nc2ccc(F)cc2s1	-18	-4	-8	-19&-34	-19&-12	-89	-14	-8	49*	25	-5
CC(=O)c1ccc(NC(=O)N2CCCC(C(=O)c3ccc4c(c3)OCO4)C2)cc1 (centres undefined)	-65	-14	-1	-9	4	-25	-19	-1	-3	9	-19
CC(=O)Nc1cccc(-c2nnc(-c3ccccc3)o2)c1	-103	-89	-19	-73	-28	-39	-4	-18	2	-4	-53
C[C@H]1CN([C@@H](C)CO)C(=O)CCCn2nncc2CO[C@H]1CN(C)C(=O)NC1CCCCC1	12	5	5	6	2	-7	0	8	-7	-4	7
N#C/C=C/N1CCN(Cc2ccc3c(c2)OCO3)CC1	0	-8	2	12	1	23	11	2	-11	-13	8
O=C(COC(=O)CNS(=O)(=O)c1ccccc1)NC12CC3CC(CC(C3)C1)C2	-20	-5	-3	-15	-12	2	-15	5	-4	5	-5
O=C(NC1CCCc2c1cnn2-c1ccc(F)cc1F)c1ccccn1 (centres undefined)	-6	-7	6	-12	9	5	10	0	-3	3	-8
CC(C)[C@H](CN1CCC[C@H]1CN1C(N)=NC[C@@H]1Cc1ccccc1)N1C[C@@H](Cc2ccccc2)N(CCc2ccc(Cl)c(Cl)c2)C1=N	12	-9	-2	.	.	-12	-9	4	-1	-14	11
COc1ccc(N2CCN(S(=O)(=O)c3cn(C)cn3)CC2)cc1	5	-6	2	18	-36	2	-19	9	-6	17	-23
c1coc(-c2nnc(NC3=NCCC3)o2)c1	-103	-88	-12	-90	-21	-36	-1	0	-7	0	-65

Complete entries, quoted from the list.
CN(C)CCCN(C(=O)c1ccc(C(=O)c2ccccc2)cc1)c1nc2ccc(F)cc2s1 reads NR5A2 inv ag: -18; SRC1 inh: -4; LMP1 NFkB inh: -8; NCOA2 inhibitor: -19&-34; COUP-TFII inh: -19&-12; TROY signal inh: -89; TWEAK-Fn14 inh: -14; KKLEB tox: -8; TRAIL sens C8: 49*; CF NFkB block: 25; NCOA3 inh: -5
O=C(NCc1cccnc1)C1CCN(S(=O)(=O)N2CCOCC2)CC1 reads NR5A2 inv ag: 21; SRC1 inh: 20; LMP1 NFkB inh: 7; NCOA2 inhibitor: 10; COUP-TFII inh: 3; TROY signal inh: -23; TWEAK-Fn14 inh: 3; KKLEB tox: -3; TRAIL sens C8: -12; CF NFkB block: 7; NCOA3 inh: 13

Later entries.
SMILES	NR5A2 inv ag	SRC1 inh	LMP1 NFkB inh	NCOA2 inhibitor	COUP-TFII inh	TROY signal inh	TWEAK-Fn14 inh	KKLEB tox	TRAIL sens C8	CF NFkB block	NCOA3 inh
Cn1c(C2=C(O)CN(c3ccccc3)C2=N)nc2ccccc21	-16	-4	-4	-4	8	1	-4	5	-3	-15	-5
O=C1NC2(CCc3ccccc32)C(=O)N1CCOc1ccc(Cl)cc1 (centres undefined)	2	17	1	2	7	3	3	-10	-11	2	15
COc1cc(/C=C/C(=O)Nc2nc3ccc(S(=O)(=O)NC(C)C)cc3s2)cc(OC)c1OC	35	-6	4	-1	-6	31	21	-12	13	13	18
Cc1cc(-c2csc(NC(=O)c3ccccc3C(F)(F)F)n2)c(C)n1Cc1ccccc1	-7	-26	4	4	-8	-3	21	12	0	1	9
Cc1ccc(S(=O)(=O)C=CS(=O)(=O)c2ccc(C)cc2)cc1	3	-28	-2	-15	1	3	4	-37	-9	96*	-33
CN(C(=O)c1cc2c(s1)-c1ccccc1S(=O)(=O)C2)c1ccccc1	12	-20	5	4	8	-20	-9	-3	14	14	-22
O=C(Nc1ccc(F)cc1)C1CCCCC1	7	-27	-7	-24	4	-9	-7	2	-8	-3	-2
O=C(O)C(Cc1ccccc1)NC(=O)C(c1ccccc1)c1ccccc1 (centres undefined)	6	-33	3	6	4	-1	-6	6	5	-2	-7
Cc1ccc(C)c(N2CC(C(=O)O)CC2=O)c1 (centres undefined)	9	19	6	-4	-8	-12	-2	-9	-32	5	15
Cn1cc(C(=O)c2cccc(Cl)c2Cl)cc1C#N	22	12	4	-31	2	7	6	2	3	0	12
CCOC(=O)c1ccc(NC(=O)CSc2nc(C)cc(=O)[nH]2)cc1	5	-8	1	.	.	-3	3	-1	-1	3	6
O=C1CCC(CCC(=O)N2CCCC(C(=O)c3ccc4c5c(cccc35)CC4)C2)=NN1 (centres undefined)	-8	0	7	11	1	5	9	3	2	1	-6
CCc1ccc(S(=O)(=O)Nc2ccc(N3CCN(C)CC3)cc2)cc1	7	10	-1	15	13	-2	-6	-7	1	9	10
CCCOc1ccc(C(=O)N/N=C/c2ccc(-c3ccc(S(=O)(=O)Nc4ncccn4)cc3)o2)cc1	-9	-10	0	1	0	-1	6	-3	-9	4	7
Cc1ccc(Cc2c(-c3ccccc3)nc3cc(C)c(Br)c(C)n23)cc1	-9	-8	.	-16	-14	-18	-25	1	-21	-2	0
N#Cc1ccc(C(=O)N(Cc2ccco2)c2c(N)n(Cc3ccccc3)c(=O)[nH]c2=O)cc1	-5	-15	6	-12	11	21	2	0	-8	12	4
COC(=O)c1cc(OC)c(OC)cc1NC(=O)Nc1cccc(C(C)=O)c1	15	-22	-18	-4	-3	-5	0	-10	-9	1	21
COc1cc(/C=N/NC(=O)C(C)Nc2n[nH]c(=O)[nH]c2=O)cc(OC)c1O (centres undefined)	9	5	-5	-11	11	6	-6	2	-7	-5	21
O=S(=O)(Nc1nc2ccc(S(=O)(=O)N3CCCCC3)cc2s1)c1ccccc1	-7	20	-9	-5	-2	11	6	-5	-18	15	8
COc1ccc(-c2csc(NC(=O)CSc3nnnn3C)n2)c(OC)c1	-12	3	1	-15	1	-21	-27	13	0	-11	3
Cc1cccc2sc(NC(=O)CSc3cn[nH]n3)nc12	16	0	-5	-9	-3	-24	20	19	-17	-4	-1
Cc1nc2sc(C(c3ccco3)N3CCOCC3)c(O)n2n1 (centres undefined)	-4	20	-10	-12	5	13	31	-10	-44	-8	-4
O=C(CC1S/C(=N/N=C2CCCCCC2)NC1=O)Nc1ccccc1F (centres undefined)	10	-17	-2	20	-2	11	-13	-10	-7	12	14
O=c1cc(CN2CCN(c3cccc(Cl)c3)CC2)c2cc(O)c(-c3ccccc3)cc2o1	7	5	0	-11	-10	.	17	-8	12	-16	-2
CC(C)(C)c1cccc(C2(O)C(=O)c3ccccc3C2=O)c1O	21	-34	5	19	16	10	1	-4	2	5	9
Cc1nc(-c2ccc(Cl)cc2)sc1C1(C)CC(c2ccccc2F)=NO1 (centres undefined)	2	-38	-10	-14	-24	-29	-25	5	10	-7	-37
CC(Nc1cccc([N+](=O)[O-])c1)C(=O)Nc1ccc(S(=O)(=O)N2CCCC2)cc1 (centres undefined)	25	-36	-4	4	1	-7	10	-11	-7	18	-13
CCCCOP(=O)(c1ccc(N(C)C)cc1)C(O)c1cccnc1 (centres undefined)	-4	-24	-1	-12	8	12	12	-2	2	3	3
CSc1ccc(C2C(C#N)=C(N)Oc3cc4c(cc32)OCO4)cc1 (centres undefined)	-14	-4	-5	1	-12	4	20	-20	15	-3	7
Cc1ccc(NC(=O)C2CCN(C(=O)c3ccco3)CC2)cc1C	-1	-18	-3	-5	11	8	27	8	-1	0	7
C[C@H]1CN=C(N(C)C)N1CCc1ccccc1	15	-8	-4	9	1	4	-28	-4	-11	-15	12
COc1ccc(C2=NN(C(=O)CN3CCCCC3)C(c3ccc(C)cc3)C2)cc1 (centres undefined)	4	7	10	7	-10	-4	12	9	-1	12	1
